Chronic BCR inh – blocks chronic active B-cell receptor signaling | AID 493014 | 340,000 compounds, 0.05% hits | ABC-DLBCL IkBa-CBG/CBR reporter, luminescence ratio, 4 h | Potency, µM (doses to about 46.1 µM), for the others: at the top dose ratio change, negative = lower green/red ratio, actives largely listed as inhibitors; active = well fitted inhibition curve with a large enough effect in the signal ratio, with a control signal flat, not every such curve was filed as active; inconclusive = small, poorly fitted or top-dose-only effect, or effect the other way, or a change in a side signal; the % refers to the signal ratio;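 note: potency is the fitted concentration of half-maximal effect; plate controls were basal doxycycline-induced cells for no effect and cells given 10 µM MG132 for full effect; MG132 reads +100%, hits lower the ratio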
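Cell line TMD8 (human ABC DLBCL), stably expressing tet-inducible CBG68-IkBa fusion and CBR; IMDM/0.5% FBS; cpd up to 46 uM; dox induction, 4 h, 37C/5% CO2; dual luminescence; green/red ratio; MG132 control.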
TCR activator – activates T cell receptor signaling; primary human leukocytes, anti-CD3, IL-2 HTRF, 48 h; Potency, µM (titrated, usually from 9.22 µM), without a hit: at the top dose activation of IL-2 secretion, most hits filed as activators; 330,000 tested, under 10 active; note: % of control where 0% means no effect
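48 hr co-incubation of compounds, a-CD3 beads and primary human leukocytes; IL-2 quantified homogeneously by HTRF with anti-IL-2 K and d2 conjugates.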
Eya2 inh – Eya2 (human) phosphatase inhibition; O00167; recombinant Eya2, OMFP fluorescence dephosphorylation (OMFP is methylfluorescein phosphate); Potency, µM (top dose mostly 76.9 µM), inactives show at the highest dose activity, negative = inhibition, hits mostly inhibitors; 330,000 compounds, 0.006% hits; note: potency is the fitted concentration of half-maximal effect; % is set by controls: 0 for no effect and ±100 for the full control effect
Target sequence (O00167 whole entry, looked up): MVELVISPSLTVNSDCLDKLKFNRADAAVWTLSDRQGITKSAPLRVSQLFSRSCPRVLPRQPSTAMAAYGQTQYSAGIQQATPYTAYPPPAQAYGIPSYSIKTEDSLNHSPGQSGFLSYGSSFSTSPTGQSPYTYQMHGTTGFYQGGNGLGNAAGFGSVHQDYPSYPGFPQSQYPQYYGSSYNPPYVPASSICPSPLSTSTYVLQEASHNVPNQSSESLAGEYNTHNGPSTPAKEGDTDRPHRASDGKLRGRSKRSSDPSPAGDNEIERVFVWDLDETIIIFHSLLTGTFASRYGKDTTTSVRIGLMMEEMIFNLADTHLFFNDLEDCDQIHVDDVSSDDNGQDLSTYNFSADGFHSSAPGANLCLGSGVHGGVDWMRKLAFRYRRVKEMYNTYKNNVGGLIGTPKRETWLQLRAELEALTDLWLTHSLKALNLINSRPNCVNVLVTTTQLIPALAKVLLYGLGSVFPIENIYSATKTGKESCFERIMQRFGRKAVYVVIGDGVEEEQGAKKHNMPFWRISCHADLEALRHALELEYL
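Eya2 protein (added as 0.2 uM solution) was preincubated with compound for 10 min at ambient temperature in 50 mM HEPES pH 7.5, 50 mM NaCl, 5 uM MgCl2, 0.05% BSA, 1 mM DTT. OMFP (added at 50 uM) then reacted 10 min; fluorescence read at 485/525 nm.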
S-ASM inh – inhibitors of human secretory acid sphingomyelinase. placental ASM, HMU-PC fluorogenic substrate, 60 min. Potency, µM (titrated, usually from 57.5 µM), inactives show at the highest dose activity change, negative = inhibition, most hits filed as inhibitors. 340,000 compounds, 0.006% hits. AID 504937; note: potency is the fitted concentration of half-maximal effect
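Steps: dispense placental human ASM, pin compound, wait 10 min at room temperature, add HMU-PC0 substrate at 9 uM final, incubate 60 min at 37 °C, add stop solution raising pH to 10, read fluorescence.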
AT treatment – potential ataxia-telangiectasia treatment | […] A-T fibroblasts, KAP-1 phosphorylation AlphaLISA; neocarzinostatin DNA damage 30 min before lysis | 320,000 compounds, 0.19% hits | AID 485349 | Potency, µM (doses to about 57.5 µM), without a hit: at the top dose activation, usual class: activators; note: potency is the fitted concentration of half-maximal effect; % of control where 0% means no effect; nearly all actives have a fitted effect of over 45% in size
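ATM-like activity read as KAP-1 phosphorylation via AlphaLISA donor/acceptor antibody pairs after lysis and 6 hr at 25C. Cells were ATM-null patient fibroblasts ([…], hTERT), dosed 60 min, then exposed to the DSB inducer NCS for 30 min.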
Mito fusion act – inhibitors of mitochondrial division or activators of mitochondrial fusion | S. cerevisiae fusion-defective mutant growth rescue, CellTiterGlo 48 h | Potency, µM (highest dose often 46.1 µM), inactives show at the highest dose growth rescue (activation), actives largely listed as activators | AID 485298 | 320,000 compounds, 0.23% hits;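 note: potency is the fitted concentration of half-maximal effect; % of control where 0% means no effect; nearly all actives have a fitted effect of over 45% in size; temperature-sensitive fusion mutants such as fzo1-1 at 37 °C on non-fermentable ethanol glycerol medium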
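S. cerevisiae fusion-defective temperature-sensitive mutants (e.g. fzo1-1, mgm1-5) grown 48 h at 37C in YPEG (ethanol/glycerol non-fermentable) medium with 23 nl compound per well; growth rescue read as CellTiterGlo luminescence.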
ELG1 repair inh – blocks ELG1-dependent DNA repair in HEK293T cells; HEK293T ELG1-luciferase reporter, luminescence, 16 h; DNA damage induced by 5-fluorouridine; Potency, µM (top dose mostly 46.1 µM), inactives show top-dose activity change, negative = inhibition, usual class: inhibitors; 330,000 compounds, 2.3% hits; note: potency is the fitted concentration of half-maximal effect; % is set by controls: 0 for no effect and ±100 for the full control effect; nearly all actives have a fitted effect of over 55% in size
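DMSO vehicle served as the neutral condition. Each well held 2,000 cells given 5-fluorouridine plus compound; after 16 hr at 37 °C/5% CO2, ONE-Glo was added and luciferase measured 30 min later.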
TSHR antagonist – antagonists of human thyroid stimulating hormone receptor. TSHR-expressing cells, TSH-stimulated cAMP HTRF, 2 h; hits give low values. 330,000 compounds, 0.2% hits. P16473. AID 504810. activity change, negative = inhibition, % at 11.5 µM;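 active = activity change below a set negative limit, meaning inhibition stronger than a set level, cut at about -70% in these data; inconclusive = activity change between two set negative limits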; note: % is set by controls: 0 for no effect and ±100 for the full control effect
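Inhibition of cAMP made by TSHR-expressing cells under TSH stimulation (4nM final, EC80; 2 h, 37 deg C) is quantified with a one-step lysis HTRF kit, anti-cAMP cryptate versus cAMP-d2.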
TSG101-PTAP inh – blocks PTAP/TSG101 interaction to inhibit HIV-1 budding; 340,000 tested, under 10 active; Q99816; Fluorescence polarization, FITC-PTAP peptide / Tsg101 binding; Potency, µM (titrated, usually from 115 µM), for inactives: at the top dose activity change, negative = inhibition, hits mostly inhibitors; active = well fitted inhibition curve with a large enough effect in the main read-out, with a control signal flat, not every such curve was filed as active; inconclusive = small, poorly fitted or top-dose-only effect, or effect the other way, or a change in a side signal; inactive = no such curve, though single readings can be large or run the other way; note: potency is the fitted concentration of half-maximal effect; % of control where 0% means no effect
Target sequence (Q99816 whole entry, looked up): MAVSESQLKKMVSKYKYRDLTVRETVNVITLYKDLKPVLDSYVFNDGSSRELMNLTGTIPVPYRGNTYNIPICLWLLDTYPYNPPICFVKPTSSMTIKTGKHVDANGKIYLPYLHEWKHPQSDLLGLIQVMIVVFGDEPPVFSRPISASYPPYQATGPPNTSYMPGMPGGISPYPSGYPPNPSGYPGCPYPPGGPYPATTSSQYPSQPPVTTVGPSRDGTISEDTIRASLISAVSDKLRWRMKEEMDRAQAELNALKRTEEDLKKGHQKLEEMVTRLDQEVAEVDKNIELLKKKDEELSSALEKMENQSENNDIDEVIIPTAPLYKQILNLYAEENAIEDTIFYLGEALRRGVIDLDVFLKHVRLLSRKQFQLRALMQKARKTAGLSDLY
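Steps: Tsg101 binding domain dispensed (10 uM final), compounds pinned in DMSO, FITC-labeled PTAP-motif peptide added (50 nM final); after 20 min binding at room temperature, polarization measured.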
a7 integrin act – activators of alpha7 integrin expression for muscular dystrophy; alpha7betagal myoblasts, beta-gal FDG fluorescence, 48 h; Potency, µM (top dose mostly 38.3 µM), inactives show at the highest dose activation, usual class: activators; 350,000 compounds, 0.064% hits;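 note: potency is the fitted concentration of half-maximal effect; 100% = response of the positive control SU9516; nearly all actives have a fitted effect of over 60% in size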
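Alpha7betagal+/- myoblasts (passage 13) were plated 16-24 hr, then exposed to compounds (1:260 dilution of DMSO stock) for 48 hours at 37C. After MPER lysis, β-galactosidase reporter activity was read as FDG fluorescence (ex 480/em 540) after 30 minutes.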
Tb PFK block – inhibitors of T. brucei phosphofructokinase | O15648 | T. brucei PFK, ADP-Glo luminescence | Potency, µM (top dose mostly 57.5 µM), for inactives: top-dose activity, negative = inhibition, most hits filed as inhibitors | 330,000 compounds, 0.17% hits | AID 485367;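 note: potency is the fitted concentration of half-maximal effect; 0% = uninhibited 1x PFK enzyme wells and -100% = no-enzyme wells; nearly all actives have a fitted effect of over 60% in size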
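ADP-Glo luminescence quantified ADP after 45 min at room temperature, with 1.25 nM T. brucei PFK, 0.1 mM ATP and 0.5 mM fructose-6-phosphate in pH 8.0 TEA buffer. qHTS titrations up to 57 µM; curves classified by quality.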
* hit, by the source's call; ? = inconclusive; . = not tested or not shown; [ ] = remark or other dose. Unless noted, calls come from the whole dose curve; as a rule, active = well fitted curve in the direction sought with a large enough effect; inconclusive = small, poorly fitted or top-dose-only effect, or another doubt; inactive = no such curve, though single readings can be large; an effect the other way counts as inactive or inconclusive.

SMILES | Chronic BCR inh | TCR activator | Eya2 inh | S-ASM inh | AT treatment | Mito fusion act | ELG1 repair inh | TSHR antagonist | TSG101-PTAP inh | a7 integrin act | Tb PFK block
Cc1ccnc2c(N3C(=O)C4C5C=CC(C5)C4C3=O)cccc12 (stereo not given) | -2% | 0% | -9%[15.4 µM] | 4% | 4% | 2% | 3% | 1 | -3% | 14% | -3%
O=C(COC(=O)/C=C/c1cccc(Cl)c1)NCCC1=CCCCC1 | 0% | 7%[46.1 µM] | 4% | -3% | -1% | 2% | 2% | -10 | -1% | -12% | ?
O=[N+]([O-])c1ccc(Cc2cncc(O)c2)cc1 | -5% | -1% | -13% | -2% | -7% | 7% | -9% | -4 | -1% | 11% | ?
N#Cc1ccccc1S(=O)(=O)N1CCN(C(=O)CN2CCCSc3ccccc32)CC1 | 2% | -1% | -8% | 0% | 3% | 6% | -3% | 1 | -6% | 4% | -6%
O=C(c1ccc(F)cc1)N1CCCC(c2nc(-c3ccncc3)no2)C1 (stereo not given) | 4% | 5% | 2% | -2% | -8% | -4% | -18% | 20 | 0% | 9% | 1%
COCCn1c(SCC(=O)c2[nH]c(C)c(C(C)=O)c2C)nc2ccccc21 | ? | -83% | -10% | -3% | 5% | 7% | 26µM* | -11 | -7% | -24% | ?
CC(C)(NC(=O)c1ccccc1)c1nc2ccccc2s1 | -19% | 0% | -18% | 3% | 15% | 2% | 23% | 6 | 0% | 18% | ?
CCN(CC)c1ccc(NC(=O)CSC(=O)c2ccccc2)cc1 | -8% | -1% | 9% | -2% | -14% | . | ? | . | 0% | 11% | 12%
C=CCNc1nc(Nc2ccc([N+](=O)[O-])cc2)nc(OC)n1 | ? | 11% | -2% | 4% | -3% | 12% | ? | -6 | 0% | -10% | -2%
CCN(CC(=O)Nc1c(F)cccc1F)C(=O)c1cnccn1 | 5% | 8% | 1% | 2% | 5% | 1% | 8% | -6 | -3% | -15% | -2%
COc1cc(OC)nc(NC(=O)CSc2nc3ccccc3[nH]2)n1 | -1% | -3% | -28% | 1% | 11% | 3% | -3% | . | 2% | 3% | 28%
Cc1nn(Cc2ccc(C(=O)N3c4ccc(F)cc4CCC3C)o2)c(C)c1Br (stereo not given) | ? | -4% | -16% | -4% | . | 19% | -7% | -14 | -8% | -24% | 8%
COc1ccc(CN2CCNC(=O)C2CC(=O)NCc2csc(C(C)C)n2)c(OC)c1 (stereo not given) | 11% | -3% | 1% | 2% | -3% | -1% | 9% | -7 | -3% | -11% | -3%
CCCCS(=O)(=O)c1sc2nc(C)cc(C)c2c1N | ? | -2% | -28% | 9% | 5% | 2% | -8% | -3 | -8% | -8% | 1%
CC(C)c1ccc(Nc2nnns2)cc1 | 4% | -2% | -2% | 0% | 3% | -7% | ? | -6 | -2% | 13% | -20%
Cc1ccc(CNC(=O)CCc2ccccc2)cc1 | 26% | 3% | -5% | 1% | 0% | 11% | 0% | 1 | 0% | 1% | -3%
N#Cc1c(N)nc2c(c1N)CC(COc1ccccc1)O2 (stereo not given) | 0% | 1% | 11% | -4% | 5% | -2% | ? | 13 | 1% | 18% | ?
COC(=O)CSc1nnc(CNC(=O)c2ccccc2F)n1-c1ccc(F)cc1 | -11% | -32% | -8% | -9% | -4% | 9% | 3% | 11 | -4% | 13% | 0%
O=C(Nc1cccnc1)c1cccc(S(=O)(=O)N2CCCCC2)c1 | ? | 7% | 0% | -2% | -1% | 1% | ? | 0 | 0% | -20% | -2%
Cc1cccc2c1N(CCCOc1ccc(C(C)(C)C)cc1)C(=O)C2=O | 15% | 1% | -12% | -1% | 0% | -3% | -9% | -1 | -3% | -30% | -4%
CCSc1nc2nn(-c3ccccc3)c(=O)c-2c2n1CCCCC2 | ? | 7% | 6% | -3% | 1% | 16% | -5% | -11 | -5% | 23% | 0%
Cc1cc(C)n(CCC(=O)N2CCc3ccccc32)n1 | 0% | 4% | 5% | 4% | 5% | -6% | -3% | 36 | -8% | 29% | -2%
CCSC1=C(C#N)C(c2cccc(O)c2)CC(=O)N1 (stereo not given) | -3% | 0% | 2% | 2% | 12% | 1% | 20% | 12 | -5% | -13% | 3%
c1ccc2c(C[C@@H]3CNCCN3CC3CCCCC3)cccc2c1 | -5% | -7% | -33% | -2% | ? | 3% | -14% | 23 | -2% | -40% | 7%
CC(=O)Nc1ccc(S(=O)(=O)NCCN2CCOCC2)cc1 | 1% | -2% | -2% | -3% | -18% | -4% | 2% | -8 | -3% | 19%[7.66 µM] | 0%
CC(=O)c1cccc(N(CC(=O)N2CCCCC2)S(C)(=O)=O)c1 | ? | 0% | 2% | -3% | . | -2% | 3% | 8 | -6% | 9% | 1%
Nc1nc(CSC(=S)N2CCOCC2)nc(Nc2ccccc2)n1 | -4% | -2%[46.1 µM] | 4% | . | -6% | -2% | ? | 0 | 0% | 17% | 2%
O=C1Nc2cc(Cl)cnc2N2CCCC12 (stereo not given) | 6% | 3%[46.1 µM] | -3% | 19% | 1% | -7% | 19% | -12 | -12% | 8% | 4%
COc1ccc(S(=O)(=O)N2CCOCC2)cc1NC(=O)CSc1ncccn1 | ? | 5%[46.1 µM] | -13% | -2% | 4% | . | -3% | 7 | 0% | -8% | 10%
O=C1C=C(c2ccc(F)cc2OCc2ccccc2)C[C@@H](c2ccc(Cl)cc2)C1 | ? | 5% | 2% | -9% | -2% | 9% | -3% | -29 | -2% | 5% | -1%
CCc1ccc(OCC(=O)NNC(=O)c2ccc(NC(=O)C3CC3)cc2)cc1 | -4% | 2% | -8% | -1% | 5% | -5% | 12% | -1 | 0% | 17% | -25%
CN(C(=O)Cn1nnc(-c2ccccc2)n1)C1CCS(=O)(=O)C1 (stereo not given) | -12% | 2% | 0% | -1% | -4% | -6% | 29% | 2 | -1% | 0% | -4%
OCCOCCn1c(-c2ccccc2)nc(=S)c2c1CCCC2 | 2% | -1% | 4% | 14% | 3% | -3% | 5% | 8 | -11% | 21% | 1%
CS/C(=C/[N+](=O)[O-])Nc1cccc2c1C(C)CC2(C)C (stereo not given) | ? | 3% | -25% | 0% | 0% | 3% | 7% | -2 | 0% | 0% | -6%
O=C(CCNS(=O)(=O)c1ccccc1F)OCc1ccccc1Cl | 10% | 7%[46.1 µM] | 2% | -1% | 2% | . | -4% | -8 | -1% | ? | -2%

5 entries from above, ordered by formula weight, falling:
SMILES | Chronic BCR inh | TCR activator | Eya2 inh | S-ASM inh | AT treatment | Mito fusion act | ELG1 repair inh | TSHR antagonist | TSG101-PTAP inh | a7 integrin act | Tb PFK block
O=C1C=C(c2ccc(F)cc2OCc2ccccc2)C[C@@H](c2ccc(Cl)cc2)C1 | ? | 5% | 2% | -9% | -2% | 9% | -3% | -29 | -2% | 5% | -1%
CCc1ccc(OCC(=O)NNC(=O)c2ccc(NC(=O)C3CC3)cc2)cc1 | -4% | 2% | -8% | -1% | 5% | -5% | 12% | -1 | 0% | 17% | -25%
c1ccc2c(C[C@@H]3CNCCN3CC3CCCCC3)cccc2c1 | -5% | -7% | -33% | -2% | ? | 3% | -14% | 23 | -2% | -40% | 7%
CCSC1=C(C#N)C(c2cccc(O)c2)CC(=O)N1 (stereo not given) | -3% | 0% | 2% | 2% | 12% | 1% | 20% | 12 | -5% | -13% | 3%
Cc1cc(C)n(CCC(=O)N2CCc3ccccc32)n1 | 0% | 4% | 5% | 4% | 5% | -6% | -3% | 36 | -8% | 29% | -2%
